5HT1E ag = 5-HT1E receptor agonists, primary screen, cell-based, HTS. CHO 5-HT1E Ga15 NFAT-bla reporter, FRET; 0% DMSO wells, 100% control agonist wells. activation, % at 6 µM. hit rate 0.69% among 65,000;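 active = activation above a set limit, the screen-wide mean activation plus 3 SD, cut at about 8.5% in these data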;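 note: 100% = positive control agonist at 1 µM giving full maximal response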
Target sequence (P28566 whole entry, looked up): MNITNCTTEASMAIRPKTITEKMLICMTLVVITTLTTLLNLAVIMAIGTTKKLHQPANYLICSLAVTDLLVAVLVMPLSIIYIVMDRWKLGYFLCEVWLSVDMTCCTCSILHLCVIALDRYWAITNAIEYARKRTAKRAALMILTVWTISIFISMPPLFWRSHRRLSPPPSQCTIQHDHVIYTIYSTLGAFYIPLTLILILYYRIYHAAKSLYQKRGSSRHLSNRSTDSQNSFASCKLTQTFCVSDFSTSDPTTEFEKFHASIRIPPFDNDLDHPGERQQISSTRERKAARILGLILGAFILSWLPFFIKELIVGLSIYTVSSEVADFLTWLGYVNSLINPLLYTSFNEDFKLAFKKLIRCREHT
S1P3 ag = human S1P3 receptor agonists, primary screen, cell-based, primary and confirmation, NFAT-BLA reporter | hit rate 0.1% among 60,000 | activation, % at 4.5 µM | S1P3 NFAT-BLA reporter cells, agonism, FRET ratio; relative to 1 µM S1P, basal subtracted | Sphingosine 1-phosphate receptor 3 (Homo sapiens), Q99500;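 active = activation above the screen-wide mean plus 3 SD, cut at about 4.5% in these data, passing the limit was not always enough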; note: some compounds called inactive have numbers as strong as hits
Target sequence (Q99500 whole entry, looked up): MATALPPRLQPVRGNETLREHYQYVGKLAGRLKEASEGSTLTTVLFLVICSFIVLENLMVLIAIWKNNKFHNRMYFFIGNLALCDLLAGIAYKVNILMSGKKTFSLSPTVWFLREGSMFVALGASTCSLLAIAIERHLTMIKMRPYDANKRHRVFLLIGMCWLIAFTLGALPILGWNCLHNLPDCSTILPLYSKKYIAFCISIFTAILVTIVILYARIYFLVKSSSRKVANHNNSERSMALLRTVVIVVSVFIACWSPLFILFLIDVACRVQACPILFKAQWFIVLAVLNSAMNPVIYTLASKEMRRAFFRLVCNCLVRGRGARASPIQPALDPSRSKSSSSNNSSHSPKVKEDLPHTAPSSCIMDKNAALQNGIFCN
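Measure – % activation relative to 1 µM S1P (100%), per plate · System – stable CHO line with human S1P3, Gα16, NFAT-BLA reporter · Timing – cells plated overnight, compound 4 h 37 °C, substrate 2 h RT · Technique – fluorescent BLA substrate, ex 405 nm, em 460/535 nm ratio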
S1P1 ag pot = S1P1 agonists and agonism potentiators, primary screen, cell-based, primary and confirmation screens, CRE-bla reporter. AID 449, 2006. S1P1 CRE-bla cells, forskolin, beta-lactamase FRET, potentiator mode; S1P1 agonist co-added at EC20, 2 nM; 100% = saturating reference agonist, 0% = basal. activation, % at 9.5 µM. Sphingosine 1-phosphate receptor 1 (Homo sapiens), P21453. hit rate 0.57% among 56,000;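 active = activation above a cutoff set at the mean activation of all tested compounds plus 3 SD, cut at about 54% in these data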;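 note: forskolin at 4 µM as EC80 and the EC20 agonist is SEW2871; 100% = SEW2871 at its EC100 plus forskolin at EC80; some compounds past the cut are filed as inactive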
5-HT1A blocker = human 5-HT1a receptor antagonists, primary screen, cell-based, CHO, Ga15 NFAT-bla reporter; 5-hydroxytryptamine receptor 1A (Homo sapiens), P08908; CHO 5-HT1a Ga15 NFAT-bla reporter, antagonist mode; inhibition, % at 10 µM; hit rate 0.68% among 62,000; AID 612, 2007;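 active = inhibition above the mean of all tested compounds plus 3 SD, cut at about 43% in these data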;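 note: receptor stimulated by 5-CT agonist at 100 nM near EC80; beta-lactamase reporter measured by ratiometric fluorescence of a cleavable substrate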
5HT1E antag = 5-HT1E receptor antagonists, primary screen, cell-based, HTS; inhibition, % at 6 µM; CHO 5-HT1E Ga15 NFAT-bla reporter, FRET, antagonist; 5-hydroxytryptamine receptor 1E (Homo sapiens), P28566; hit rate 0.99% among 65,000;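 active = inhibition above a set limit, the mean inhibition across every tested compound plus 3 SD, cut at about 29% in these data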;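 note: signal is the 460 over 535 nm emission ratio of beta-lactamase substrate; 0% = agonist plus DMSO wells and 100% = wells without agonist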
HTR1A agonist = human 5-HT1a receptor agonists, primary screen, cell-based, CHO, Ga15 NFAT-bla reporter; CHO 5-HT1a Ga15 NFAT-bla reporter, FRET ratio; 0% basal, 100% maximal reference agonist; activation, % at 10 µM; hit rate 0.56% among 65,000; AID 567, 2006;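 active = activation above the screen-wide mean activation plus 3 SD, cut at about 19% in these data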;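 note: 0% = DMSO wells and 100% = 5-CT at EC100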
D1 allo mod = D1 CRE-luciferase signal change, two-sided – cell-based, HEK293 D1, dopamine EC30, D1 allosteric modulator project, primary screen; AID 641, 2007; B-score at 10 µM; dopamine EC30 potentiation; actives deviate in either direction; D(1A) dopamine receptor (Homo sapiens), P21728; hit rate 5.9% among 58,000;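 active = luminescence count or its row- and column-corrected plate score outside the 99.7% band of the plate's sample wells, on either side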
Jurkat viability = cytotoxicity toward Jurkat T cells, primary screen, cytotoxicity control, cell-based, Jurkat E6.1, 60K MLSMR library | AID 463, 2006 | Jurkat E6.1 viability, ATP luminescence, 48 h | hit rate 1.2% among 56,000 | inhibition, % at 4 µM;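 active = inhibition above the mean inhibition of all tested compounds plus 3 SD, cut at about 28% in these data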
HEK293 NFkB inh = inhibitors of PMA/ionomycin-induced NF-kB reporter, primary screen, antigen receptor NF-kB inhibitor project, cell-based, HEK-293 luciferase reporter, luminescence; HEK-293 NF-kB luciferase reporter; inhibition, % at 3 µM; hit rate 0.21% among 62,000; AID 465, 2006;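 active = inhibition above the mean of all tested compounds plus 3 SD, cut at about 40% in these data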;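 note: 0% = stimulated DMSO wells and 100% = 10 µM reference inhibitor 5653914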
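System – HEK-293 cells with stable firefly luciferase reporter driven by four HIV NF-kB elements · Doses – one dose, 3 µM · Schedule – 1 h compound pre-incubation, 16 h PMA/ionomycin at 37 °C · Technique – luminescence from luciferase substrate reagent · Measure – percent inhibition normalized per plate to DMSO and reference-inhibitor controls · Replicates – tested once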
* = called active by the depositor; x = no result given.

Sequence of screens: HTR1A agonist	D1 allo mod	5HT1E ag	5HT1E antag	S1P1 ag pot	Jurkat viability	S1P3 ag	HEK293 NFkB inh	5-HT1A blocker
- Cc1ccc(C(=O)C2=C(O)C(=O)N(CCN3CCOCC3)C2c2ccccn2)o1 (stereo not drawn)
 : -0.3	x	-0.3	6	24	x	-2.5	x	x
- c1ccc(-c2noc(CN3CCN(C(c4ccccc4)c4ccccc4)CC3)n2)cc1
 : 0.4	-1	0.2	1	0	-6	-0.1	5	-17
- CCn1c(SCC(=O)N2CCc3ccccc32)nnc1-c1ccncc1
 : -1.8	0.6	-0.9	1	-11	-6	0.2	2	-11
- C=CCNC(=O)CN(c1ccc(F)c(Cl)c1)S(C)(=O)=O
 : 1.2	0.3	0.6	-8	x	5	-2.4	1	-1
- O=C(Nc1ccc(Cl)cc1)N(Cc1cccnc1)Cc1ccco1
 : 1.5	-0.21	-0.3	7	6	2	1.4	7	0
- CCc1cc(=O)oc2cc3oc(C)c(C)c3cc12
 : -1.4	4.5*	1.7	-8	-33	-6	-0.3	2	14
- CCC(Sc1ncccc1C(=O)O)C(=O)N1CCOCC1 (stereo not drawn)
 : -2.8	0.13	-0.6	-2	0	-2	-0.9	6	12
- O=C(CSc1nnnn1Cc1ccccc1)NCC(=O)c1ccccc1
 : -0.7	0.82	-0.7	13	x	3	0.6	13	-10
- CCn1c(COc2cccc(OC)c2)nnc1SCC(=O)Nc1cc(OC)ccc1OC
 : 0.8	0.38	1.0	5	5	3	0.2	14	-15
- CCOc1ccc(-c2nnc(-c3ccco3)o2)cc1OCC
 : -1.6	15*	0.2	-1	99*	-2	0.0	6	-14
- Cc1cc(C)n(-c2nc3ccccc3c(=O)n2OCCOc2ccccc2)n1
 : 0.4	-0.14	0.5	0	55	-2	-0.3	14	10
- CCOC(=O)CSc1nnc(CNC(=O)c2ccc(OC)cc2)n1-c1ccc(OC)cc1
 : 1.3	-0.075	-1.4	-4	1	-5	0.4	14	2
- COc1ccc(-c2nnc(SC(C)C(=O)Nc3cccc(Cl)c3)o2)cc1 (stereo not drawn)
 : -1.6	-0.34	-2.3	-1	21	1	-0.5	-2	-5
- CC(=NCC1CCNCC1)C1=C(O)CC(C)(C)CC1=O
 : -1.8	1.2	0.4	12	-2	7	-0.8	11	-1
- CCCc1nnc(NC(=O)CC(=O)OCC)s1
 : -2.2	-0.3	-1.2	3	-10	13	-1.5	9	2
- Cn1cnnc1SCC(=O)Nc1ccccc1
 : -2.5	0.0052	-0.1	-6	7	-2	-0.8	24	-6
- COc1cc(S(=O)(=O)N2CCN(c3ccccc3F)CC2)c(OC)cc1Cl
 : 1.0	0.76	-0.4	-1	-5	-3	-1.1	4	8
- CCCn1c(NC(=O)c2ccc(C)cc2)nc2ccccc21
 : -1.6	x	1.3	-11	x	5	-1.0	-2	13
- COc1ccc(N(CC(=O)Nc2ccc3c(c2)OCCO3)S(=O)(=O)c2c(C)nn(C)c2C)cc1
 : -1.2	0.077	1.0	-1	-2	1	-0.4	-7	-20
- CCN(CC)c1nc2n(c(=S)n1)CCS2
 : 2.7	0.12	1.4	-9	x	x	x	14	3
- Clc1ccc(-c2nnc3sc(-c4ccc(Br)o4)nn23)cc1
 : -0.6	0.73	0.1	-3	-24	1	-1.0	2	-22
- Cc1nn(CC(=O)Nc2ccc3c(c2)oc2ccccc23)c(=O)c2ccccc12
 : -6.5	-0.44	0.2	13	-7	4	-0.8	14	17
- Cc1sc2nc3ccc(N4CCCC4)nn3c(=O)c2c1C
 : 0.2	x	0.9	0	20	15	-1.3	9	1
- COc1ccc(C2c3c(oc4ccc(F)cc4c3=O)C(=O)N2CCN2CCOCC2)cc1OC (stereo not drawn)
 : -2.6	-0.044	-0.6	-14	-29	-4	-0.5	8	1
- CCOC(=O)C1CCCN(Cc2c(Cl)cccc2Cl)C1 (stereo not drawn)
 : -0.2	-0.37	-0.5	1	4	2	-1.3	11	0
- Cc1cc(NC(=O)CNC(=O)C2CCCCC2)no1
 : -1.7	0.0065	0.3	11	8	-1	-1.4	4	-11
- CCCCOC(=O)CNc1nnc(SCC(=O)OCC)[nH]c1=O
 : -1.6	-0.13	-0.5	6	-11	-3	0.0	15	20
- O=C(Nc1ccc(S(=O)(=O)N2CCCCCC2)cc1)c1ccc(Br)o1
 : 0.9	0.82	-0.2	-10	2	1	0.2	-7	-20
- Cc1nn(Cc2ccc(F)cc2)c(C)c1NC(=O)c1cc(-c2ccc3c(c2)OCO3)on1
 : 3.2	0.45	-0.8	19	16	8	-2.1	28	18
- COc1cccc(NC(=O)CSc2nnc(Cn3c(=O)sc4ccccc43)n2C)c1
 : -0.2	0.027	0.4	3	-14	-4	-2.2	8	-19
- Cc1ccc(C(=O)Cn2c(NCCO)nc3ccccc32)cc1
 : -0.9	-0.58	-0.4	1	9	10	-1.7	-1	-7
- Cc1ccc(-c2noc(C3CCN(S(=O)(=O)c4ccc5c(c4)OCCO5)CC3)n2)o1
 : 1.4	-0.041	0.7	6	42	-1	-0.2	9	-2
- CC(C)NS(=O)(=O)c1ccc(OCC(=O)Nc2ccc3c(c2)OCCO3)cc1
 : 0.5	0.69	0.4	5	-3	3	0.6	-7	-1
- Cc1occc1-c1nnc(SCC(=O)NCCc2ccccc2)n1C(C)c1ccccc1 (stereo not drawn)
 : -0.5	x	1.5	3	-7	-5	0.6	6	7
- COC(=O)Nc1ccc(S(=O)(=O)N2CCCC(C(=O)Nc3cccc4c3OCCO4)C2)cc1 (stereo not drawn)
 : 0.8	-1.2	2.2	-3	-27	2	-0.7	8	-6
- O=C(Oc1ccccc1)N1CCN(c2ccc(F)cc2)CC1
 : 1.7	0.26	-0.2	-11	-5	-4	-0.2	-3	-15
- Cc1cccc(-c2c3c(=O)n(C)c(=O)n(C)c3cn2CCO)c1
 : -4.5	0.12	-0.6	-9	0	0	0.4	1	2
- O=C(CSc1nc(N2CCCCC2)nc(N2CCCCC2)n1)Nc1nccs1
 : 0.2	0.6	1.2	-3	0	-10	-1.0	15	17
- CCn1c(SCc2cccc(C(F)(F)F)c2)nnc1-c1ccco1
 : -2.5	-0.38	0.9	-2	-6	2	-0.6	-6	-4
- Cc1ccc2[nH]c3c(c2c1)CN(C(=O)CN1CCN(c2ccccc2)CC1)CC3
 : 0.3	1.1	-0.5	-19	-14	-2	-1.4	-1	4
- Cc1[nH]c(=O)[nH]c(=O)c1S(=O)(=O)N1CCCC(C(=O)N2CCN(c3ccccc3Cl)CC2)C1 (stereo not drawn)
 : -0.2	x	-0.6	3	x	x	x	23	-4
- CC(C)NS(=O)(=O)c1ccc(CCC(=O)O)cc1
 : -3.4	0.8	-0.8	-16	-2	-1	-0.7	6	0
- Cc1cc(C)cc(Oc2ccc(N)cc2)c1
 : -0.5	-0.98	-0.6	-9	4	1	-0.4	11	22
- CCOc1c(Br)cc(CNc2ncn[nH]2)cc1OC
 : -1.0	0.54	0.1	1	-4	-3	-0.4	11	1
- CCOc1ccc(C2=Nn3c(nnc3-c3cccnc3)SC2)cc1
 : -1.3	x	0.4	-21	-14	x	-0.4	x	x
- O=S(=O)(NCc1ccccc1Br)c1cccs1
 : -1.0	1.6	-0.4	-4	2	-2	-0.3	13	-3
- O=C(CSc1nnc(-c2cc3ccccc3cc2O)n1Cc1ccco1)c1ccc(F)cc1
 : 2.0	-0.86	-0.9	2	59	0	-0.6	14	38
- COc1ccc(CC(=O)N2CCN(C(=O)c3ccco3)CC2)cc1
 : -2.0	-1.1	-0.1	-15	-9	3	-0.1	24	-2
- CCOC(=O)N1CCN(CC(=O)n2c(C)c(C)c3ccccc32)CC1
 : -2.7	x	0.2	-6	-10	5	-0.3	13	-6
- COC(=O)c1cc(-c2ccc(Br)cc2)n[nH]1
 : 1.0	x	-1.5	11	x	x	x	-2	1
- CCN(CC)CCN1C(=O)C(O)=C(C(C)=O)C1c1ccc(OC)c(OC)c1 (stereo not drawn)
 : 0.9	-0.2	0.3	-9	1	x	-1.4	x	x
- Cc1cc2c(C)nc(Cc3ccccc3)nc2o1
 : -3.8	x	-0.1	6	-32	x	-2.2	x	x
- Cc1nc2sc(C(c3ccco3)N3CCN(c4ccccc4F)CC3)c(O)n2n1 (stereo not drawn)
 : 0.0	0.0096	0.8	-15	2	-6	0.8	19	-9
- COCCNC(=O)CN(C(=O)CCC(=O)Nc1cc(C)on1)c1ccc(C)cc1C
 : -0.2	-0.22	0.2	0	-17	-4	-0.5	1	5
- C=CCNC(=O)C1CCN(S(C)(=O)=O)CC1
 : 0.2	0.074	-0.6	-2	-4	-3	0.6	4	5
- COc1ccc(Nc2ccccc2)c(C)c1
 : -0.4	0.072	-1.3	3	x	7	-0.3	4	16
- CC(C)(C)c1cc(CN2CCN(CCC#N)CC2)cc(C(C)(C)C)c1O
 : -1.1	-0.62	-1.0	-5	12	-2	0.0	6	12
- O=C(c1cccs1)N1CCn2c1nc1ccccc12
 : -2.0	-0.012	-0.5	-1	-6	14	-0.9	-10	4
- O=C(c1cccs1)N1CCN(C(=O)c2ccco2)c2ccccc2C1
 : 0.3	-0.52	0.0	0	-11	-3	-0.1	0	10
- CSc1c(CC(=O)NCCO)n(C)c2ccccc12
 : -5.1	0.17	0.0	-11	-27	-2	-0.3	1	0

Continued:
Sequence of screens: HTR1A agonist	D1 allo mod	5HT1E ag	5HT1E antag	S1P1 ag pot	Jurkat viability	S1P3 ag	HEK293 NFkB inh	5-HT1A blocker
- COc1ccc2c(CCNC(=O)c3ccco3)c[nH]c2c1
 : -3.1	1.4	0.2	-3	-5	-2	0.3	-11	3
- CCn1c(CSc2nnc(-c3ccc4c(c3)OCO4)o2)nc2cc(S(=O)(=O)N(C)C)ccc21
 : 0.2	x	-0.1	5	25	4	0.0	8	-1
- O=C(OCC(=O)N1CCCc2ccccc21)c1ccc(Br)o1
 : 0.9	0.25	0.0	-3	1	-10	-0.4	19	-2
- CCNc1nc(N)nc(Oc2ccc(OCCOc3ccccc3)nn2)n1
 : -0.3	1	0.7	-3	-39	-2	-0.1	10	-15
- CC1CCc2nc(NC(=O)CSc3nc4ccccc4o3)sc2C1 (stereo not drawn)
 : -2.5	-1.8	-0.5	-4	76*	7	-0.3	-4	-3

Assay outcomes as filed in PubChem BioAssay.
